SR-BI uptake up: activators of SR-BI mediated HDL lipid uptake; CHO ldlA[mSR-BI] cells, DiI-HDL uptake fluorescence, 3 h; 100 = double the neutral-control signal; activation, % at 12.5 µM; hit rate 0.096% among 320,000; AID 504775;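 active = mean replicate activation of at least 60% and every replicate at or above 60%; inconclusive = mean or all-replicate condition met, but not both; inactive = mean below 60% and not all replicates reaching 60%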;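 also: 0% = median plate neutral-control signal and 100% = twice that signal; values of inactives mirror those of a sister screen read the other way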
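Test system: SR-BI-overexpressing, LDLR-lacking CHO cells; Also added: labelled HDL, 10 µg/mL; Measured by: bottom-read cell fluorescence after medium removal, ex 550/em 595 nm; Timing: 3 h uptake period with compound, 37 °C; Buffer or medium: F12, 0.5% BSA, 25 mM HEPES; Doses: single compound concentration, delivered by pin transfer.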
PfHsp90 set2: reduces growth (ATP signal) of yeast expressing P. falciparum Hsp90; S. cerevisiae expressing PfHsp90, BacTiter-Glo ATP, 48 h; yeast lacking PDR1 and PDR3 efflux regulators; inhibition, % at 9.4 µM; hit rate 0.32% among 310,000; AID 504621;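 active = every replicate shows inhibition above about 80%, whatever the replicate mean, limit read from the data; inconclusive = mean inhibition reaches the set limit but some replicate falls short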;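 also: 0% = DMSO neutral controls and 100% = 20 µM radicicol positive controls; yeast relying on Plasmodium falciparum Hsp90 in place of its own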
PvdQ inh: P. aeruginosa PvdQ acylase inhibition. inhibition, % at 10 µM. purified PvdQ acylase, fluorescence plate reader. hit rate 0.063% among 340,000; in the data active = inhibition above about 30%, passing the limit was not always enough; inconclusive = no clear call, values can overlap the other calls;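 also: 0% = vehicle neutral wells and 100% = reference inhibitor wells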
CAL PDZ FP-1: CAL PDZ (human) peptide binding inhibition. hit rate 0.92% among 300,000. Q9HD26. inhibition, % at 24.9 µM. AID 602252. purified CAL PDZ, TMR-peptide fluorescence polarization, 1 h;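 active = mean inhibition of at least 30% with at least half of replicates also reaching 30%; inconclusive = no clear call, values can overlap the other calls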;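 also: 0% = DMSO neutral control and 100% = excess unlabeled competitor peptide PRC23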
Rtt109 Vps75: inhibitors of Candida albicans Rtt109/Vps75 histone acetyltransferase | purified Rtt109/Vps75, ThioGlo CoA-SH fluorescence, 4 h | hit rate 0.16% among 330,000 | Q5AAJ8 | inhibition, % at 34.9 µM | AID 540336;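 active = inhibition of at least 50% in every replicate; inconclusive = best replicate reaches 50% inhibition but some replicates fall short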
MITF act: increases MITF-driven TRPM1 promoter luciferase signal; SK-MEL-5 TRPM1-promoter luciferase, 24 h; % of positive control, neutral wells = 0; activation, % at 12.5 µM; hit rate 0.75% among 300,000; AID 588334;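 active = mean activation of at least 80% with every replicate also reaching 80%; inconclusive = mean reaches 80% but some replicate falls short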;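 also: 0% = neutral control wells and 100% = parthenolide positive control wells; values of inactives mirror those of a sister screen read the other way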
SR-BI HDL uptake: inhibitors of mouse SR-BI mediated HDL lipid uptake; ldlA[mSR-BI] CHO cells, DiI-HDL uptake fluorescence, 3 h; hit rate 0.96% among 320,000; inhibition, % at 12.5 µM;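 active = mean replicate inhibition of at least 70% and a set share of replicates each scoring 70 or more; inconclusive = meets just one of the two criteria; inactive = fails both criteria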;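 also: 0% = median of neutral control wells and 100% = median of positive control wells; values of inactives mirror those of a sister screen read the other way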
dFosB act: activators of mouse delta FosB homodimer. P13346. purified delta FosB, TAMRA-CDK5 oligo fluorescence polarization; percent of positive-control signal above neutral wells. hit rate 0.99% among 340,000. activation, % at 25 µM;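 active = mean activation above about 17%, with every replicate also reaching it, limit read from the data, passing the limit was not always enough; inconclusive = only one of the two conditions met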;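 also: fluorescence polarization rise as delta FosB binds a TAMRA Cdk5 AP-1 oligo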
NSD2 HMT inh: blocks human histone methyltransferase NSD2 | NSD2 peptide methylation, AlphaScreen, 120 min | inhibition, % at 12.5 µM | hit rate 0.54% among 310,000; in the data active = inhibition above about 50%
Target sequence (O96028 whole entry, looked up): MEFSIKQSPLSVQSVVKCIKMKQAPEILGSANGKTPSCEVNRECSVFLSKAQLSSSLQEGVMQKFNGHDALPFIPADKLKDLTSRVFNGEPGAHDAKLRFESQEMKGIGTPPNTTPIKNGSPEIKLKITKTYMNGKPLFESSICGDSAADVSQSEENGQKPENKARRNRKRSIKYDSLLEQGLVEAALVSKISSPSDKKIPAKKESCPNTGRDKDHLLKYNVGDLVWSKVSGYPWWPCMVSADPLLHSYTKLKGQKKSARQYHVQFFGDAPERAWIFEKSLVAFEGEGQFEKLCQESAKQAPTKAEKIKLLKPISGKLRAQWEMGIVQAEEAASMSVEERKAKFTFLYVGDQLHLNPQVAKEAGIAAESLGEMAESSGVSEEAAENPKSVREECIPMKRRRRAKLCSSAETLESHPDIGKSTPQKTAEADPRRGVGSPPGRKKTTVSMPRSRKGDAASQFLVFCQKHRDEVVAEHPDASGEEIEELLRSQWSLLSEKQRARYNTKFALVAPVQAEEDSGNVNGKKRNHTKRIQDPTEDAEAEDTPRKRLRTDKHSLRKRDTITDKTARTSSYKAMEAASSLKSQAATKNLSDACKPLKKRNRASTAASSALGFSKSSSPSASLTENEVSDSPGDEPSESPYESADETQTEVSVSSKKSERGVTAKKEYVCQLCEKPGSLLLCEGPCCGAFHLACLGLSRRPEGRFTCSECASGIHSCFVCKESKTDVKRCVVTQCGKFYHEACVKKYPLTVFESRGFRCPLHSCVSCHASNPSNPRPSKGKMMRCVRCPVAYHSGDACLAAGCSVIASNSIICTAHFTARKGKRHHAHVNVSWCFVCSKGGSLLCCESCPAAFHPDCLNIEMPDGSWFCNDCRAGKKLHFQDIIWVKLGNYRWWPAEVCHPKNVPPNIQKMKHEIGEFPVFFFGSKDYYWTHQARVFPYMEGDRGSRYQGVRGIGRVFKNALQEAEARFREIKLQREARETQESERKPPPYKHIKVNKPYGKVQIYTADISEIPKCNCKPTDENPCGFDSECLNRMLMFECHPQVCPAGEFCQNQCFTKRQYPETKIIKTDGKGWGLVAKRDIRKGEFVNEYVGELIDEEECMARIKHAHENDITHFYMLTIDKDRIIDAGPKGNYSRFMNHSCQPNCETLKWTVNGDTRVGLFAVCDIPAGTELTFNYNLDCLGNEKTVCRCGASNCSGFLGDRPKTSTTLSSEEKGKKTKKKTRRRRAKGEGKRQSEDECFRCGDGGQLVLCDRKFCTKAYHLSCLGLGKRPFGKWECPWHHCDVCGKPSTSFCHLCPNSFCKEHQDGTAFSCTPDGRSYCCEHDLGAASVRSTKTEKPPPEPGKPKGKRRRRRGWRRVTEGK
CAL PDZ FP-2: inhibitors of human CAL PDZ peptide binding | AID 504414 | purified CAL PDZ, TMR-peptide fluorescence polarization, 1 h | hit rate 0.02% among 330,000 | Q9HD26 | inhibition, % at 20 µM;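 active = highest replicate inhibition of at least 40%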;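 also: plate controls were DMSO neutral control wells for no effect and unlabeled competitor peptide control wells for full effect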
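Test system: tagged CAL PDZ domain / Buffer or medium: sodium phosphate/NaCl buffer pH 7.4 with TCEP, IgG, Thesit / Reagent: TMR-labelled reporter peptide T*-PRC34 bound in PDZ groove / Compound dosing: single point, 20 µM / Schedule: 1 h incubation at room temperature before polarization reading / Technique: fluorescence polarization (mP) / Benchmarks: unlabelled peptide, DMSO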
* = called active by the depositor; ? = inconclusive; . = no result given.

SMILES | SR-BI uptake up | PfHsp90 set2 | PvdQ inh | CAL PDZ FP-1 | Rtt109 Vps75 | MITF act | SR-BI HDL uptake | dFosB act | NSD2 HMT inh | CAL PDZ FP-2
CC(C)(CO)NCc1cc(Br)ccc1OCc1ccccc1 | -1.6 | -1.4 | -11.9 | -1.6 | 0.5 | -4.0 | 1.6 | -13.5 | . | -3.2
Cn1c(CNc2ccccn2)c(C#N)c2ccccc21 | -18.5 | -13.8 | -3.0 | -0.3 | 4.3 | . | 18.5 | -2.5 | -1.1 | -0.9
Cc1cc(NC(=O)COn2nnc3ccc(Cl)cc32)no1 | -15.4 | -3.7 | -14.3 | 1.5 | 7.9 | -12.0 | 15.4 | -8.5 | 2.2 | -0.5
CN1CCN(C(=O)c2ccc(CNS(=O)(=O)c3ccc(F)c(Cl)c3)cc2)CC1 | -27.3 | -14.2 | 0.8 | -3.5 | 15.8 | 9.8 | 27.3 | -8.7 | 1.3 | -2.3
COc1ccc(C)cc1NC(=O)C(=O)NNC(=O)c1ccco1 | -8.4 | 67.6 | -12.9 | -1.2 | -2.3 | 5.2 | 8.4 | -2.4 | 6.6 | -0.8
COc1cc(NC(=O)[C@H](C)NC(=O)N2CCn3c2nc2ccccc23)cc(OC)c1 | -20.0 | -0.7 | -11.8 | -3.7 | -3.9 | -9.5 | 20.0 | -6.6 | 1.2 | -3.2
Cc1sc2nc(CN3CCOCC3)nc(N3CCOCC3)c2c1C | -13.7 | -2.3 | -14.1 | -1.5 | 1.3 | -10.6 | 13.7 | -7.0 | 0.7 | -1.4
Cc1ccccc1CSc1nnnn1-c1ccc(C(N)=O)cc1 | 13.2 | -9.6 | -10.9 | -2.6 | -6.1 | 6.0 | -13.2 | -0.3 | -2.2 | 0.5
CCOC(=O)c1c(CSc2ccccc2)n(C)c2cc(Br)c(OCC(O)CNC(CO)(CO)CO)cc12 (configuration not stated) | 0.6 | -31.2 | -10.7 | -8.0 | 4.6 | -88.3 | -0.6 | 6.6 | 0.2 | -5.8
COc1cccc(C=NCCCN=Cc2cccc(OC)c2O)c1O | -6.6 | -12.6 | -14.1 | -14.0 | -1.8 | -1.1 | 6.6 | 6.0 | 11.4 | 0.0
CCN(CC(=O)Nc1c(F)cccc1F)C(=O)CNC(=O)c1ccc(Br)o1 | 7.3 | -8.1 | -12.5 | -1.0 | 9.8 | -5.0 | -7.3 | -1.5 | 3.4 | -1.4
COc1ccc(NC(=O)CN(C)CC(=O)NCCc2ccc(F)cc2)cc1 | -4.2 | 11.3 | -16.6 | -2.4 | -1.6 | -2.9 | 4.2 | -3.0 | -1.3 | -1.2
CCOc1ccccc1NC(=O)Cn1c(=O)sc2ccccc21 | -29.0 | . | -1.7 | -1.8 | -7.2 | -4.4 | 29.0 | 2.7 | 2.8 | -0.4
N#Cc1ccsc1NC(=O)CCS(=O)(=O)c1ccccc1 | 19.1 | 7.8 | 13.5 | -4.3 | 12.2 | 7.2 | -19.1 | -2.8 | -1.5 | 0.5
O=C(COC(=O)CC1CC2CCC1C2)Nc1cc([N+](=O)[O-])ccc1F (configuration not stated) | 6.4 | 7.7 | 2.3 | -7.5 | 8.8 | -5.4 | -6.4 | -3.7 | -1.0 | 0.5
C=CCNc1nc(N)c([N+](=O)[O-])c(NCc2ccccc2)n1 | . | -27.6 | -12.3 | 0.2 | . | -0.2 | . | -5.3 | -2.1 | 0.1
CCn1c(SCC(=O)Nc2cc(NC(C)=O)ccc2OC)nnc1-c1cccnc1 | 3.1 | -7.3 | -17.1 | 6.0 | 3.9 | 2.5 | -3.1 | -4.0 | -1.1 | -0.2
Cc1cc(OCc2cn3cccnc3n2)ccc1Cl | 17.1 | -7.7 | 9.2 | -1.2 | 10.9 | 15.5 | -17.1 | -6.4 | 0.9 | -1.8
Cc1ccc(NC(=O)C2CCCN2C(=O)c2cccs2)c(C)c1 (configuration not stated) | . | -77.0 | 3.4 | -2.6 | -3.5 | -6.0 | . | -5.7 | 9.3 | -3.6
COc1cc(/C=C/C(=O)O)cc(S(=O)(=O)NNC(=O)c2cc(C)oc2C)c1OC | 10.8 | . | 1.0 | -1.8 | 9.1 | -5.9 | -10.8 | -1.4 | 2.6 | 0.5
Cc1cc(C)n(CC2CC(=O)N(c3ccccc3)C2=O)n1 (configuration not stated) | -0.5 | 7.0 | 5.0 | -1.1 | -5.7 | . | 0.5 | -6.1 | -1.1 | -1.8
CN(C)C(=S)NC1(C)CCS(=O)(=O)C1 (configuration not stated) | 18.9 | -7.5 | -9.3 | -2.2 | -5.7 | -4.3 | -18.9 | -1.1 | 0.3 | 1.0
OCCNc1cc(-n2nc(-c3ccccc3)cc2-c2ccccc2)ncn1 | -2.3 | 12.3 | -12.3 | 17.8 | 0.1 | -16.5 | 2.3 | -18.4 | -2.0 | -2.4
O=C(CCCOC(=O)c1ccc(O)cc1)c1ccccc1 | 14.8 | -2.3 | 24.5 | -4.9 | -8.0 | 24.4 | -14.8 | -12.6 | -2.4 | -1.5
S=C(Nc1ccc(Br)cc1Cl)NN1CCOCC1 | 2.1 | -0.8 | 7.4 | 6.8 | 8.1 | 6.9 | -2.1 | 6.9 | -1.0 | -0.4
N/C(=N\OC(=O)c1cccc(Cl)c1)c1cccnc1 | 22.3 | 12.6 | 4.5 | -0.3 | -15.4 | 18.3 | -22.3 | -16.7 | -2.8 | -0.8
O=C(Nc1nccs1)c1cc2c(s1)CCCCC2 | -41.7 | 46.9 | -3.3 | 6.3 | -2.7 | -47.4 | 41.7 | -10.4 | 1.1 | -2.2
O=C(c1ccc(S(=O)(=O)Cc2ccccc2F)c([N+](=O)[O-])c1)N1CCCC1 | 2.0 | 19.8 | -12.5 | 4.2 | 13.9 | -18.5 | -2.0 | -3.5 | -0.2 | -1.4
Cc1nn(-c2ccccc2)c(Cl)c1C(=O)NCCN(C)C | 37.3 | -2.2 | -2.7 | -1.2 | -3.2 | 14.9 | -37.3 | -0.4 | 8.2 | 0.3
O=[N+]([O-])c1ccc(NCc2ccc3c(c2)OCO3)cc1 | 11.6 | 5.9 | -4.5 | -4.2 | -18.5 | 19.6 | -11.6 | 6.1 | -1.0 | -0.9
COc1ccc(-c2nc(N3CCC(C)CC3)[nH]c(=O)c2C#N)cc1 | 14.7 | 6.9 | -8.1 | -2.0 | -1.3 | 0.5 | -14.7 | -15.5 | 15.9 | -3.7
CN(C)c1ccc(C(=O)/C=C/c2cccnc2)cc1 | 1.9 | -9.6 | 10.6 | 0.2 | -1.8 | 2.1 | -1.9 | 1.8 | 0.3 | -0.5
O=C(NOCc1ccccc1)c1ccc(Cl)cc1Cl | 3.4 | 7.1 | -12.9 | . | -12.5 | -9.0 | -3.4 | -4.3 | -3.2 | -2.9
CC1(C)CC2CC(C)(CN2S(=O)(=O)c2ccc(F)cc2F)C1 (configuration not stated) | -14.0 | . | 5.6 | -0.6 | -6.4 | -0.9 | 14.0 | 3.4 | -9.0 | -0.1
Cc1ccc(S(=O)(=O)N2CC3(C)CN(S(=O)(=O)c4ccc(C)cc4)CC(C)(C2)C3)cc1 | 15.2 | . | -13.6 | 7.5 | -1.1 | -6.1 | -15.2 | -4.8 | -3.6 | 0.1
Cc1ccc(NC(=S)NC2CC3CCC(C2)N3Cc2ccco2)cc1C (configuration not stated) | 8.1 | -16.8 | -15.7 | -2.5 | . | -6.6 | -8.1 | -1.6 | 9.4 | -1.7
O=C(CCN1CCN(C(=O)c2ccccc2)CC1)c1ccc(Br)cc1 | 10.4 | -0.8 | -12.2 | -0.7 | -2.8 | -5.2 | -10.4 | -6.6 | -1.6 | -1.7
COc1ccc(CCNC(=O)C2CCCN(c3nn4c(=O)cc(C)nc4s3)C2)cc1OC (configuration not stated) | -1.2 | -9.6 | -7.1 | -1.3 | 7.6 | -4.5 | 1.2 | -3.2 | -1.2 | .
COc1cc(C)c(Br)cc1S(=O)(=O)N1CCOCC1 | . | -2.1 | -9.0 | 0.3 | 0.4 | 1.7 | . | -1.3 | 0.3 | -1.4
O=C(Nc1nc(-c2ccc3c(c2)Cc2ccccc2-3)cs1)c1ccccc1 | 10.3 | -12.4 | 10.4 | -2.6 | -0.8 | 5.3 | -10.3 | 6.4 | -0.7 | 0.6
CCN1C(=O)NC(c2cccnc2)C(C(=O)OC)=C1C (configuration not stated) | 10.4 | -42.3 | -8.7 | -4.7 | 1.5 | -7.8 | -10.4 | -2.3 | -1.3 | -0.9
COCCCNc1nc(N)c([N+](=O)[O-])c(N2CCCCCC2)n1 | -7.7 | 21.2 | -11.8 | 0.5 | 13.5 | -2.7 | 7.7 | -6.7 | 10.6 | -0.8
O=C1C(Cl)=C(N2CCN(Cc3ccccc3)CC2)C(=O)N1Cc1ccccc1 | ? | -3.5 | -15.3 | -1.9 | -5.5 | -2.0 | -397.1 | -15.9 | 0.2 | -1.3
COc1ccc(OC)c(C(=O)COC(=O)c2c(OC)cccc2OC)c1 | -28.1 | -29.6 | 3.8 | 1.0 | . | 4.0 | 28.1 | -1.9 | 1.7 | -1.3
CSc1nnc(C)c(/C=C/Nc2ccc(Cl)cc2)n1 | -50.9 | -3.1 | -8.5 | . | -3.3 | . | 50.9 | -9.4 | -2.9 | -1.5
CN(C)S(=O)(=O)c1ccc(NC(=O)CN2CCN(C(c3ccccc3)c3ccccc3)CC2)cc1 | -11.7 | . | 2.6 | -0.3 | . | . | 11.7 | 2.5 | -2.6 | -2.1
COc1ccc(CCNC(=O)c2ccc(NS(=O)(=O)c3ccc4[nH]c(=O)[nH]c4c3)cc2)cc1 | -8.6 | -18.0 | -8.8 | -4.9 | -0.2 | 12.4 | 8.6 | -1.8 | 3.3 | -2.5
CCOc1ccc(C(=O)O[C@H]2[C@H](Cc3ccccc3)NS(=O)(=O)[C@H]3C[C@@H]4C=C[C@]23O4)cc1 | -15.2 | -5.0 | -6.1 | -4.0 | -5.4 | 2.8 | 15.2 | 0.5 | . | 0.2
COC(=O)c1c(NC(=O)Cc2ccccc2)sc2c1C(C(=O)OC)CC2 (configuration not stated) | -30.3 | -3.6 | 15.5 | 7.0 | 1.4 | 4.8 | 30.3 | -5.3 | -1.5 | 0.6
COc1ccc(C)cc1NC(=O)c1cc(S(=O)(=O)N2CCCC2)cn1C | -30.6 | -8.7 | -0.2 | . | -3.6 | 1.4 | 30.6 | -1.4 | . | -0.4
